Screens: PubChem BioAssay, Broad Institute
BioA inh: blocks M. tuberculosis BioA enzyme activity. purified M. tuberculosis BioA enzyme, plate reader. inhibition, % at 9.99 µM. 360,000 tested, 0.096% active. AID 602481; in the data active = inhibition above about 40%
An asterisk follows results filed as active. An excerpt (hit frequency here may not be typical).

> Cc1ccc(S(=O)(=O)N[C@H]2CC[C@H](CCNC(=O)c3ccccc3F)O[C@H]2CO)cc1
  BioA inh: 0.2

> CC=Cc1ccc2n(c1=O)C[C@@H]1[C@@H](CO)[C@H](C(=O)NCC(F)(F)F)N(CC)[C@H]21 (mixture of isomers)
  BioA inh: -1.5

> C[C@H]1CN([C@@H](C)CO)C(=O)c2cc(NC(=O)C3CC3)ccc2O[C@H]1CN(C)Cc1ccc2c(c1)OCO2
  BioA inh: 0.2

> COc1ccc(NC(=O)Nc2ccc3c(c2)CC(=O)N([C@H](C)CO)C[C@H](C)[C@H](CN(C)S(=O)(=O)c2c(C)noc2C)O3)cc1
  BioA inh: -0.9

> C[C@@H]1CN([C@@H](C)CO)C(=O)c2ccccc2-c2ccccc2CO[C@H]1CN(C)C(=O)c1ccc(F)cc1
  BioA inh: -1.8

> C[C@@H](NC(=O)[C@H]1N[C@H]2c3ccc(C4=CCCC4)c(=O)n3C[C@H]2[C@@H]1CO)c1ccccc1
  BioA inh: -2.1

> CCC(=O)N1C[C@H]2[C@@H](c3ccccc31)[C@H](CO)N2Cc1ccc(F)cc1
  BioA inh: -2.9

> C[C@@H]1CN([C@@H](C)CO)C(=O)c2cc(C#CC3CC3)cnc2O[C@H]1CN(C)C(=O)Nc1ccc(F)cc1
  BioA inh: -0.7

> C[C@H](CO)N1C[C@H](C)[C@H](CN(C)C(=O)C2CCC2)Oc2ncc(-c3cccc(F)c3)cc2C1=O
  BioA inh: -0.9

> CN(C)CC#Cc1ccc([C@H]2[C@@H](CO)N3CCCCN(C(=O)C4CCCC4)C[C@@H]23)cc1
  BioA inh: -0.9

> CO[C@H]1CN(C)C(=O)c2cc(NC(=O)Nc3c(C)noc3C)ccc2OC[C@H](C)N(CCC(F)(F)F)C[C@H]1C
  BioA inh: 1.0

> C[C@@H]1CN([C@H](C)CO)S(=O)(=O)c2ccc(C#CC3(O)CCCC3)cc2O[C@@H]1CN(C)C(=O)c1ccccc1
  BioA inh: 1.3

> C[C@@H]1CN([C@@H](C)CO)S(=O)(=O)c2ccc(C#CC3CCCC3)cc2O[C@@H]1CN(C)C(=O)Cc1ccccc1
  BioA inh: 1.1

> C[C@H](CO)N1C[C@H](C)[C@@H](CN(C)Cc2ccccc2)Oc2ccc(NC(=O)C3CC3)cc2CC1=O
  BioA inh: 36

> CO[C@@H]1CN(C)C(=O)c2cc(NC(C)=O)ccc2OC[C@@H](C)N(C(=O)CC2CC2)C[C@@H]1C
  BioA inh: 2.0

> Cc1cccc(S(=O)(=O)N[C@@H]2CC[C@@H](CCNC(=O)CCN3CCCCC3)O[C@H]2CO)c1
  BioA inh: -4.5

> Cc1noc(C)c1S(=O)(=O)Nc1ccc2c(c1)C(=O)N([C@@H](C)CO)C[C@@H](C)[C@@H](CN(C)Cc1ccc(C(=O)O)cc1)OCCCC[C@H](C)O2
  BioA inh: -2.1

> C[C@@H]1CCCCO[C@@H](CN(C)C(=O)Nc2ccccc2)[C@H](C)CN([C@H](C)CO)C(=O)c2cc(NS(=O)(=O)c3cn(C)cn3)ccc2O1
  BioA inh: -0.8

> CC(C)NC(=O)N1C[C@H]2[C@@H](c3ccccc31)[C@@H](CO)N2C(=O)c1cccnc1
  BioA inh: 3.7

> CCC(=O)N1[C@@H](CO)[C@@H](c2ccc(-c3ccccc3)cc2)[C@@H]1CN(C)C(C)=O
  BioA inh: -2.3

> CC(C)NC(=O)N(C)C[C@@H]1OCCCC[C@H](C)Oc2ccc(NC(=O)CCCN(C)C)cc2C(=O)N([C@@H](C)CO)C[C@H]1C
  BioA inh: -1.5

> CC(C)NC(=O)N(C)C[C@H]1OCCCC[C@@H](C)Oc2ccc(N(C)C)cc2C(=O)N([C@@H](C)CO)C[C@@H]1C
  BioA inh: 1.1

> C[C@H](NC(=O)C[C@H]1C=C[C@@H](NC(=O)C2CCOCC2)[C@H](CO)O1)c1ccccc1
  BioA inh: 1.2

> Cc1cc(C(=O)Nc2cccc3c2O[C@@H](CN(C)C(=O)Nc2ccc(C(F)(F)F)cc2)[C@H](C)CN([C@@H](C)CO)C3=O)n(C)n1
  BioA inh: -1.4

> CN(C)CCCNC(=O)[C@H]1[C@H](CO)[C@H]2Cn3c(ccc(-c4ccc(F)cc4)c3=O)[C@H]2N1C
  BioA inh: -1.8

> C[C@@H]1CN([C@@H](C)CO)C(=O)c2cc(C#CCN(C)C)cnc2O[C@H]1CN(C)C(=O)c1cccnc1
  BioA inh: -0.8

> C[C@@H]1CN([C@H](C)CO)C(=O)c2cc(NC(=O)c3ccccc3)ccc2O[C@@H](C)CCCCO[C@@H]1CN(C)Cc1ccc2c(c1)OCO2
  BioA inh: -1.7

> C[C@@H]1CN([C@@H](C)CO)C(=O)c2cccc(NS(=O)(=O)c3ccccc3)c2O[C@@H]1CN(C)C(=O)Nc1ccc(F)cc1
  BioA inh: 2.1

> O=C(C[C@H]1CC[C@H]2[C@@H](COC[C@@H](O)CN2Cc2ccccc2)O1)NCCCN1CCOCC1
  BioA inh: -0.4

> N#C[C@@H]1[C@@H](c2ccccc2)[C@H](CO)N1C(=O)c1cc(Cl)cc(Cl)c1
  BioA inh: 3.5

Entries above that have a CF3 group (three):
> CC=Cc1ccc2n(c1=O)C[C@@H]1[C@@H](CO)[C@H](C(=O)NCC(F)(F)F)N(CC)[C@H]21 (mixture of isomers)
  BioA inh: -1.5

> CO[C@H]1CN(C)C(=O)c2cc(NC(=O)Nc3c(C)noc3C)ccc2OC[C@H](C)N(CCC(F)(F)F)C[C@H]1C
  BioA inh: 1.0

> Cc1cc(C(=O)Nc2cccc3c2O[C@@H](CN(C)C(=O)Nc2ccc(C(F)(F)F)cc2)[C@H](C)CN([C@@H](C)CO)C3=O)n(C)n1
  BioA inh: -1.4

Following part
> COc1ccccc1CNC(=O)C[C@H]1CC[C@@H]2[C@H](COC[C@H](O)CN2C(=O)Nc2ccccc2)O1
  BioA inh: -0.3

> O=C(C[C@@H]1CC[C@@H](NC(=O)c2cccc(F)c2)[C@H](CO)O1)NCc1ccc(Oc2ccccc2)cc1
  BioA inh: -1.0

> COc1ccc(-c2cnc3c(c2)C(=O)N([C@@H](C)CO)C[C@@H](C)[C@@H](CN(C)C(=O)C2CCOCC2)O3)cc1
  BioA inh: 17

> CC=Cc1ccc2n(c1=O)C[C@@H]1[C@@H](CO)[C@H](C(=O)NCc3ccccn3)[C@H]2N1CC1CC1 (mixture of isomers)
  BioA inh: -1.4

> C[C@@H](O)C#Cc1ccc2c(c1)O[C@H](CN(C)Cc1cncnc1)[C@@H](C)CN([C@@H](C)CO)S2(=O)=O
  BioA inh: -0.3

> CCNC(=O)C[C@H]1CC[C@@H]2[C@@H](COc3ccc(NC(=O)C4CCOCC4)cc3C(=O)N2C)O1
  BioA inh: 0.0

> O=C(NC[C@@H]1[C@@H](c2ccccc2)[C@@H](CO)N1CC1CCCC1)C1CC1
  BioA inh: -2.7

> COc1ccc(S(=O)(=O)Nc2ccc3c(c2)CC(=O)N([C@H](C)CO)C[C@H](C)[C@H](CN(C)Cc2ccncc2)O3)cc1
  BioA inh: 0.3

> Cc1noc(C)c1S(=O)(=O)N(C)C[C@H]1Oc2ccc(NC(=O)Nc3cccc4ccccc34)cc2CC(=O)N([C@@H](C)CO)C[C@@H]1C
  BioA inh: -0.7

> C[C@H]1CN([C@@H](C)CO)C(=O)c2cc(C#CCc3ccccc3)cnc2O[C@H]1CN(C)CC1CCOCC1
  BioA inh: 0.8

> CS(=O)(=O)N1[C@@H]2Cn3c(ccc(-c4cccc(F)c4)c3=O)[C@H]1[C@@H](C(=O)N1CCOCC1)[C@@H]2CO
  BioA inh: -1.6

> O=C(C[C@H]1CC[C@@H]2[C@H](COC[C@@H](O)CN2S(=O)(=O)c2cccc(F)c2)O1)NC1CCC1
  BioA inh: -2.9

> C[C@@H]1CN([C@H](C)CO)C(=O)c2cc(-c3ccc(C(=O)N(C)C)cc3)cnc2O[C@H]1CN(C)C(=O)C1CC1
  BioA inh: 1.4

> CN1CCN(C(=O)[C@H]2[C@H](CO)[C@H]3Cn4c(cccc4=O)[C@H]3N2Cc2ccccc2F)CC1
  BioA inh: -1.8

> O=C(NCC[C@@H]1CC[C@@H](NS(=O)(=O)c2cccc(F)c2)[C@@H](CO)O1)C1CC1
  BioA inh: 1.6

> COCC(=O)Nc1ccc2c(c1)OC[C@H](C)N(CC1CCCCC1)C[C@H](C)[C@@H](OC)CN(C)C2=O
  BioA inh: 2.3

> C/C=C/c1ccc([C@@H]2[C@H](CO)N[C@@H]2CN(C)S(=O)(=O)c2ccccc2)cc1
  BioA inh: -2.4

> C[C@H](O)C#Cc1ccc([C@H]2[C@H]3CN(S(=O)(=O)Cc4ccccc4)CCCCN3[C@H]2CO)cc1
  BioA inh: -3.9

> N#C[C@@H]1[C@@H](c2ccc(-c3ccccc3F)cc2)[C@@H](CO)N1C(=O)c1ccccn1
  BioA inh: 0.6

> CO[C@@H](CN(C)S(=O)(=O)c1ccccc1)[C@@H](C)CN(C(=O)Nc1ccccc1F)[C@@H](C)CO
  BioA inh: 2.5

> Cc1noc(C)c1S(=O)(=O)Nc1ccc2c(c1)C(=O)N([C@@H](C)CO)C[C@H](C)[C@H](CN(C)C(=O)c1ccccc1)OCCCC[C@H](C)O2
  BioA inh: 3.6

> O=C(C[C@@H]1CC[C@H](NC(=O)C2CC2)[C@H](CO)O1)Nc1nccs1
  BioA inh: 0.1

> CNC[C@H]1Oc2ccc(NC(=O)Cc3cn(C)c4ccccc34)cc2C(=O)N([C@@H](C)CO)C[C@@H]1C
  BioA inh: -0.3

> C[C@H](CO)N1C[C@H](C)[C@H](CN(C)S(=O)(=O)c2ccc(Cl)cc2)Oc2ccc(NC(=O)C3CCCCC3)cc2C1=O
  BioA inh: 0.0

> COc1ccc(NC(=O)N(C)C[C@H]2Oc3ncc(-c4cccnc4)cc3C(=O)N([C@@H](C)CO)C[C@H]2C)cc1
  BioA inh: 0.3

> C[C@H]1CN([C@@H](C)CO)C(=O)c2cccc(NC(=O)c3ccncc3)c2O[C@H]1CN(C)C
  BioA inh: 2.9

> COc1ccc(CN(C)C[C@@H]2Oc3ccc(NC(=O)C4CC4)cc3C(=O)N([C@H](C)CO)C[C@H]2C)cc1
  BioA inh: -5.7

> CCC(=O)N(C)C[C@@H]1Oc2cc(C#CC3CCCCC3)ccc2S(=O)(=O)N([C@H](C)CO)C[C@@H]1C
  BioA inh: -1.3

> C[C@@H]1CN([C@@H](C)CO)C(=O)c2cc(NC(=O)Nc3ccc(C(F)(F)F)cc3)ccc2O[C@H]1CN(C)C(=O)Nc1ccc2c(c1)OCO2
  BioA inh: 0.3

> COc1ccc([Si](C)(C)[C@@H]2[C@@H](CCn3cc([C@H](O)c4ccccc4)nn3)O[C@]3(C(=O)N(c4ccccc4)c4ccccc43)[C@H]2C)cc1
  BioA inh: -1.2

> Cc1cccc(S(=O)(=O)N2C[C@H](O)COC[C@@H]3O[C@@H](CC(=O)Nc4ccc(-c5ccccc5)cc4)CC[C@H]32)c1
  BioA inh: -3.1

> O=S(=O)(c1ccccc1)N1CCCCN2[C@H](CO)[C@@H](c3ccc(C#Cc4ccccc4)cc3)[C@H]2C1
  BioA inh: -0.9

> C[C@H]1CCCCO[C@H](CN(C)Cc2ccc(Cl)c(Cl)c2)[C@@H](C)CN([C@@H](C)CO)C(=O)c2cc(N(C)C)ccc2O1
  BioA inh: -1.4

> CCC(=O)N1C[C@@H](C)[C@H](OC)CN(C)C(=O)c2cc(NC(=O)c3ccccc3)ccc2OC[C@@H]1C
  BioA inh: -0.5

> COc1ccc(NC(=O)Nc2ccc3c(c2)C(=O)N([C@@H](C)CO)C[C@@H](C)[C@@H](CN(C)C(=O)c2ccccc2)OCCCC[C@H](C)O3)cc1
  BioA inh: -1.8

> CO[C@@H]1CN(C)C(=O)c2cc(NC(=O)c3nc4ccccc4s3)ccc2OC[C@@H](C)N(Cc2ccncc2)C[C@H]1C
  BioA inh: -6.8

> O=C(C[C@@H]1CC[C@H]2[C@@H](COC[C@H](O)CN2C(=O)Nc2ccc3c(c2)OCO3)O1)N1CCN(c2ccccc2)CC1
  BioA inh: -1.9

> C[C@H](CO)N1C[C@H](C)[C@H](CN(C)Cc2ccc(-c3ccccc3)cc2)Oc2c(NS(=O)(=O)c3ccccc3)cccc2C1=O
  BioA inh: 1.2

> CCC(=O)N[C@@H]1CC[C@H](CC(=O)NCc2cc(F)cc(F)c2)O[C@H]1CO
  BioA inh: -1.6

> O=C(c1cnccn1)N1CC[C@@H]2[C@H](CO)Nc3ccc(-c4ccccc4)cc3[C@@H]21
  BioA inh: 11

> CCCNC(=O)N1C[C@@H](C)[C@@H](OC)CN(C)C(=O)c2ccc(NC(=O)CC)cc2OC[C@@H]1C
  BioA inh: -2.4

> COc1ccc(NC(=O)Nc2ccc3c(c2)C(=O)N([C@H](C)CO)C[C@H](C)[C@H](CN(C)C(=O)Nc2ccc4c(c2)OCO4)OCCCC[C@@H](C)O3)cc1
  BioA inh: -3.0

> C[C@@H]1CN([C@H](C)CO)C(=O)c2cc(NC(=O)Nc3ccc(F)cc3)ccc2O[C@@H]1CN(C)S(=O)(=O)c1cn(C)cn1
  BioA inh: 1.3

> C/C=C/c1ccc2c(c1)O[C@H](CN(C)Cc1ccncc1)[C@H](C)CN([C@@H](C)CO)S2(=O)=O
  BioA inh: 2.1

> CCCC#Cc1ccc2c(c1)O[C@@H](CN(C)C(=O)c1cccnc1)[C@H](C)CN([C@@H](C)CO)S2(=O)=O
  BioA inh: 1.8

> CC(C)NC(=O)N(C)C[C@H]1OCCCC[C@H](C)Oc2ccc(NS(=O)(=O)c3ccc(Cl)cc3)cc2C(=O)N([C@H](C)CO)C[C@@H]1C
  BioA inh: 0.5

> COCC#Cc1cnc2c(c1)C(=O)N([C@H](C)CO)C[C@@H](C)[C@H](CN(C)S(=O)(=O)c1cccc(OC)c1)O2
  BioA inh: -3.1

> Cc1noc(C)c1NC(=O)N(C)C[C@@H]1Oc2ccc(NC(=O)Cc3ccccc3)cc2C(=O)N([C@@H](C)CO)C[C@@H]1C
  BioA inh: 1.3

> COc1ccccc1C#Cc1ccc2c(c1)O[C@@H](CN(C)C)[C@H](C)CN([C@H](C)CO)S2(=O)=O
  BioA inh: 0.5

> CCCC(=O)Nc1ccc2c(c1)OC[C@H](C)N(C(=O)CN(C)C)C[C@H](C)[C@H](OC)CN(C)C2=O
  BioA inh: -0.8

> CCCc1cn(CC[C@@H]2CC[C@H](NC(=O)Nc3ccccc3F)[C@H](CO)O2)nn1
  BioA inh: 2.6
